Bioassay records: PubChem, Broad Institute
T cruzi HTS: inhibitors of intracellular Trypanosoma cruzi, primary screen, cell-based, plate reader, single point, set 2. intracellular Trypanosoma cruzi in host cells. activity score (inhibition), % at 5.01 µM. actives 4.9% (n = 22,000). AID 651903, 2012; in the data active = activity score above about 55%;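 note: parasites and compound incubated about four days before reading; 0% = median of neutral control wells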
INS-1E rescue: protection of INS-1E cells from cytokine death, primary screen, ATP luminescence, single point. INS-1E cytokine-induced death, 48 h; normalised: neutral wells 0, positive control 100. protection from cytokine-induced ATP loss, % at 10 µM. actives 0.1% (n = 20,000). AID 488910, 2010;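 active = mean replicate protection from cytokine-induced ATP loss at least 50% and at least 75% of replicates each reaching 50%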
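Assay system: INS-1E rat cells / Quantity: 8000 cells per well / Medium: RPMI without phenol red, 5% FBS / Probe or stimulus: three-cytokine cocktail (IFN-γ, TNF-α, IL-1β) / Dosing: one compound concentration, pin transfer / Timing: 48 h co-treatment, 10 min post-lysis read / Technique: CellTiter-Glo luminescence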
* hit, by the source's call; . = not tested or not shown.

Second line of a record – INS-1E rescue	T cruzi HTS
- C[C@H](CO)N1C[C@H](C)[C@H](CN(C)C(=O)Nc2ccc(C(F)(F)F)cc2)Oc2ccc(NC(=O)CCN3CCOCC3)cc2C1=O
→ 2	10
- C[C@@H]1CN([C@@H](C)CO)C(=O)c2cccc(NC(=O)C3CC3)c2O[C@H]1CN(C)Cc1ccc(C(=O)Nc2ccccc2N)cc1
→ -10	38
- C[C@H]1CN([C@@H](C)CO)C(=O)c2cc(NS(C)(=O)=O)ccc2O[C@H]1CN(C)Cc1ccc(Oc2ccccc2)cc1
→ .	7
- CC(C)NC(=O)Nc1ccc2c(c1)CC(=O)N([C@@H](C)CO)C[C@@H](C)[C@@H](CN(C)S(=O)(=O)c1cccs1)O2
→ 21	-12
- Cc1noc(C)c1NC(=O)N(C)C[C@H]1Oc2ccc(NC(=O)Cc3ccccc3)cc2C(=O)N([C@@H](C)CO)C[C@@H]1C
→ 10	-1
- Cc1ccccc1CN(C)C[C@H]1OCc2cn(nn2)CCCC(=O)N([C@H](C)CO)C[C@@H]1C
→ .	-21
- C[C@H](CO)N1C[C@H](C)[C@@H](CN(C)Cc2ccccc2)Oc2ccc(NC(=O)NC3CCCCC3)cc2C1=O
→ 9	12
- Cc1noc(C)c1NC(=O)N(C)C[C@@H]1OCCCC[C@@H](C)Oc2ccc(NC(=O)Nc3ccccc3)cc2C(=O)N([C@H](C)CO)C[C@@H]1C
→ 5	-11
- C[C@H](CO)N1C[C@H](C)[C@H](CN(C)Cc2ccc(Cl)c(Cl)c2)Oc2ccc(NS(=O)(=O)c3cn(C)cn3)cc2CC1=O
→ 8	14
- C[C@@H]1CN([C@@H](C)CO)C(=O)Cc2cc(NS(=O)(=O)c3ccc(Cl)cc3)ccc2O[C@@H]1CN(C)Cc1ccncc1
→ 3	52
- C[C@@H]1CN([C@@H](C)CO)C(=O)CCCn2cc(nn2)CO[C@H]1CN(C)C(=O)C1CC1
→ .	-15
- C[C@@H]1CN([C@H](C)CO)C(=O)Cc2cc(NS(=O)(=O)c3ccccc3)ccc2O[C@H]1CN(C)Cc1ccc(Oc2ccccc2)cc1
→ -19	40
- C[C@H](CO)N1C[C@H](C)[C@H](CN(C)CC2CC2)Oc2ccc(NC(=O)CCN3CCOCC3)cc2C1=O
→ -6	-2
- C[C@H]1CN([C@@H](C)CO)C(=O)c2cccc(NC(=O)C3CCOCC3)c2O[C@H]1CN(C)Cc1ccc(Oc2ccccc2)cc1
→ -9	3
- C[C@H]1CN([C@@H](C)CO)C(=O)CCCn2nncc2CO[C@H]1CN(C)C(=O)c1cc(-c2ccccc2)on1
→ .	-4

Carrying on:
Second line of a record – INS-1E rescue	T cruzi HTS
- COc1ccc(NC(=O)Nc2ccc3c(c2)C(=O)N([C@H](C)CO)C[C@H](C)[C@H](CN(C)C(=O)Cc2ccccc2)OCCCC[C@@H](C)O3)cc1
→ 10	-5
- C[C@@H]1CN([C@H](C)CO)C(=O)c2cccc(NC(=O)c3nc4ccccc4s3)c2O[C@@H]1CN(C)S(=O)(=O)c1cccs1
→ -3	4
- C[C@@H]1CCCCO[C@H](CN(C)C(=O)CCC(F)(F)F)[C@@H](C)CN([C@H](C)CO)C(=O)c2cc(NC(=O)c3ccccc3)ccc2O1
→ 19	-4
- C[C@@H]1CN([C@H](C)CO)C(=O)c2cc(NC(=O)Cn3cnnn3)ccc2O[C@@H]1CN(C)C(=O)Nc1ccccc1
→ 3	-7
- COc1ccc(S(=O)(=O)N(C)C[C@@H]2Oc3c(NC(=O)Nc4ccc(C(F)(F)F)cc4)cccc3C(=O)N([C@H](C)CO)C[C@@H]2C)cc1
→ -101	74*
- C[C@H]1CN([C@@H](C)CO)C(=O)c2cc(NC(=O)c3ccncc3)ccc2O[C@@H]1CN(C)Cc1ccc(C(=O)Nc2ccccc2N)cc1
→ -10	9
- C[C@@H]1CN([C@H](C)CO)C(=O)c2cccc(NC(=O)c3ccc(-c4nccs4)cc3)c2O[C@H]1CN(C)S(=O)(=O)c1ccccc1
→ -3	11
- C[C@H](CO)N1C[C@H](C)[C@@H](CN(C)CC2CCCCC2)Oc2c(NC(=O)NC3CCCCC3)cccc2C1=O
→ -13	23
- C[C@@H]1CN([C@@H](C)CO)C(=O)c2cc(NS(=O)(=O)c3ccc(F)cc3)ccc2O[C@H]1CN(C)Cc1ccc(Cl)c(Cl)c1
→ -37	-25
- C[C@@H]1CN([C@H](C)CO)C(=O)c2cc(NC(=O)Nc3cccc4ccccc34)ccc2O[C@H]1CN(C)Cc1ccc(Oc2ccccc2)cc1
→ .	53
- Cc1noc(C)c1S(=O)(=O)Nc1cccc2c1O[C@@H](CN(C)Cc1ccc(Oc3ccccc3)cc1)[C@@H](C)CN([C@@H](C)CO)C2=O
→ -12	8
- O=C(NO)c1ccc(C(=O)N/N=C/c2cc(Br)cc(Br)c2O)cc1
→ 30	-5
- C[C@@H]1CN([C@H](C)CO)C(=O)c2cc(NC(=O)NC3CCCCC3)ccc2O[C@@H]1CN(C)Cc1ccc(C(=O)Nc2ccccc2N)cc1
→ 3	16
- COc1ccc(S(=O)(=O)N(C)C[C@@H]2Oc3c(NC(=O)CCCCCC(=O)Nc4ccccc4N)cccc3C(=O)N([C@H](C)CO)C[C@@H]2C)cc1
→ -4	34
- Cc1ccc(S(=O)(=O)N(C)C[C@H]2Oc3c(NS(=O)(=O)c4c(C)noc4C)cccc3C(=O)N([C@@H](C)CO)C[C@H]2C)cc1
→ 3	18

Six successive entries from above:
Second line of a record – INS-1E rescue	T cruzi HTS
- C[C@H](CO)N1C[C@H](C)[C@H](CN(C)C(=O)Nc2ccc(C(F)(F)F)cc2)Oc2ccc(NC(=O)CCN3CCOCC3)cc2C1=O
→ 2	10
- C[C@@H]1CN([C@@H](C)CO)C(=O)c2cccc(NC(=O)C3CC3)c2O[C@H]1CN(C)Cc1ccc(C(=O)Nc2ccccc2N)cc1
→ -10	38
- C[C@H]1CN([C@@H](C)CO)C(=O)c2cc(NS(C)(=O)=O)ccc2O[C@H]1CN(C)Cc1ccc(Oc2ccccc2)cc1
→ .	7
- CC(C)NC(=O)Nc1ccc2c(c1)CC(=O)N([C@@H](C)CO)C[C@@H](C)[C@@H](CN(C)S(=O)(=O)c1cccs1)O2
→ 21	-12
- Cc1noc(C)c1NC(=O)N(C)C[C@H]1Oc2ccc(NC(=O)Cc3ccccc3)cc2C(=O)N([C@@H](C)CO)C[C@@H]1C
→ 10	-1
- Cc1ccccc1CN(C)C[C@H]1OCc2cn(nn2)CCCC(=O)N([C@H](C)CO)C[C@@H]1C
→ .	-21

Additional records.
Second line of a record – INS-1E rescue	T cruzi HTS
- C[C@@H]1CN([C@H](C)CO)C(=O)c2cc(NC(=O)Cn3cnnn3)ccc2O[C@H]1CN(C)C(=O)Nc1ccc2c(c1)OCO2
→ 1	-10
- COc1ccc(NC(=O)N(C)C[C@@H]2Oc3c(NC(=O)c4ccc(-c5nccs5)cc4)cccc3C(=O)N([C@@H](C)CO)C[C@@H]2C)cc1
→ 8	-18
- C[C@H]1CN([C@@H](C)CO)C(=O)CCCn2cc(nn2)CO[C@H]1CN(C)S(=O)(=O)c1ccc2c(c1)OCCCO2
→ 4	-13
- C[C@H]1CN([C@@H](C)CO)C(=O)Cc2cc(NS(=O)(=O)c3ccccc3)ccc2O[C@H]1CN(C)CC1CCCCC1
→ -2	11
- C[C@H]1CN([C@@H](C)CO)C(=O)CCCn2cc(nn2)CO[C@H]1CN(C)S(=O)(=O)c1cccc(C#N)c1
→ .	-21
- COc1ccc(NC(=O)N(C)C[C@H]2Oc3ccc(NC(=O)C4CCCCC4)cc3CC(=O)N([C@H](C)CO)C[C@H]2C)cc1
→ 5	2
- C[C@H](CO)N1C[C@H](C)[C@@H](CN(C)C(=O)Nc2ccc3c(c2)OCO3)Oc2ccc(NC(=O)CCCCCC(=O)Nc3ccccc3N)cc2C1=O
→ 5	-18
- C[C@@H]1CN([C@@H](C)CO)C(=O)c2cc(NC(=O)Nc3cccc4ccccc34)ccc2O[C@@H]1CN(C)Cc1ccc(Oc2ccccc2)cc1
→ -57	57*
- COc1ccc(NC(=O)Nc2cccc3c2O[C@@H](CN(C)S(=O)(=O)c2ccc(OC)cc2)[C@H](C)CN([C@@H](C)CO)C3=O)cc1
→ -7	0
- C[C@H]1CN([C@@H](C)CO)C(=O)Cc2cc(NC(=O)Nc3ccc4c(c3)OCO4)ccc2O[C@@H]1CN(C)C(=O)NC1CCCCC1
→ 11	-11
- COc1ccc(S(=O)(=O)N(C)C[C@H]2Oc3ccc(NS(=O)(=O)c4cn(C)cn4)cc3C(=O)N([C@@H](C)CO)C[C@@H]2C)cc1
→ 1	-13
- C[C@@H]1CCCCO[C@@H](CN(C)C(=O)Nc2cccc3ccccc23)[C@@H](C)CN([C@H](C)CO)C(=O)c2cc(NC(=O)C3CCCCC3)ccc2O1
→ 13	-26
- C[C@@H]1CN([C@@H](C)CO)C(=O)c2cc(NS(=O)(=O)c3ccc(Cl)cc3)ccc2O[C@H]1CN(C)CC1CC1
→ 1	-15
- CNC[C@H]1Oc2ccc(NS(=O)(=O)c3cccs3)cc2CC(=O)N([C@@H](C)CO)C[C@H]1C
→ 6	-12
- C[C@H]1CN([C@@H](C)CO)C(=O)Cc2cc(NC(=O)NC3CCCCC3)ccc2O[C@@H]1CN(C)Cc1ccc(C(F)(F)F)cc1
→ -22	53

Next section.
Second line of a record – INS-1E rescue	T cruzi HTS
- C[C@@H]1CN([C@@H](C)CO)C(=O)c2cccc(NC(=O)c3ccc(-c4nccs4)cc3)c2O[C@@H]1CN(C)S(C)(=O)=O
→ 5	6
- CC(C)NC(=O)Nc1ccc2c(c1)C(=O)N([C@H](C)CO)C[C@@H](C)[C@H](CN(C)C(=O)NC1CCCCC1)O2
→ 4	-8
- C[C@@H]1CN([C@@H](C)CO)C(=O)c2cc(NC(=O)CCC(F)(F)F)ccc2O[C@@H]1CN(C)Cc1ccc(C(F)(F)F)cc1
→ .	17
- Cc1noc(C)c1NC(=O)Nc1cccc2c1O[C@@H](CN(C)C(=O)Nc1cccc3ccccc13)[C@@H](C)CN([C@@H](C)CO)C2=O
→ 11	-40
- C[C@H]1CN([C@@H](C)CO)C(=O)c2cc(NC(=O)CCCN(C)C)ccc2O[C@@H]1CN(C)C(=O)NC1CCCCC1
→ 6	-12
- COc1ccc(S(=O)(=O)Nc2ccc3c(c2)C(=O)N([C@H](C)CO)C[C@@H](C)[C@@H](CN(C)Cc2ccc(-c4ccccc4)cc2)O3)cc1
→ -13	-17
- COc1ccc(S(=O)(=O)Nc2cccc3c2O[C@H](CN(C)C)[C@@H](C)CN([C@H](C)CO)C3=O)cc1
→ 10	-24
- Cc1ccc(S(=O)(=O)N(C)C[C@H]2Oc3ccc(NC(=O)NC4CCCCC4)cc3C(=O)N([C@@H](C)CO)C[C@H]2C)cc1
→ 0	15
- COc1ccc(S(=O)(=O)N(C)C[C@@H]2Oc3ccc(NC(=O)Cn4cnnn4)cc3C(=O)N([C@@H](C)CO)C[C@@H]2C)cc1
→ -7	-1
- Cc1noc(C)c1S(=O)(=O)Nc1ccc2c(c1)CC(=O)N([C@H](C)CO)C[C@H](C)[C@H](CN(C)Cc1ccccc1)O2
→ 1	22
- COc1ccc(S(=O)(=O)N(C)C[C@H]2OCCCC[C@@H](C)Oc3ccc(NS(=O)(=O)c4cccs4)cc3C(=O)N([C@H](C)CO)C[C@@H]2C)cc1
→ -8	15
- COC(=O)CCCCCCC(=O)N/N=C/c1ccc(C(F)(F)F)cc1
→ 14	-13
- Cc1ccc(S(=O)(=O)Nc2ccc3c(c2)CC(=O)N([C@@H](C)CO)C[C@H](C)[C@H](CN(C)C(=O)Nc2ccc4c(c2)OCO4)O3)cc1
→ 4	-9
- C[C@H]1CN([C@@H](C)CO)C(=O)c2cc(NS(=O)(=O)c3cccs3)ccc2O[C@@H]1CN(C)S(=O)(=O)c1cccs1
→ -1	-10
- C[C@@H]1CN([C@@H](C)CO)C(=O)Cc2cc(NC(=O)CCCCCC(=O)Nc3ccccc3N)ccc2O[C@@H]1CN(C)S(=O)(=O)c1ccc(Cl)cc1
→ -5	7

(next part)
Second line of a record – INS-1E rescue	T cruzi HTS
- CNC[C@H]1Oc2c(NC(=O)NC3CCCCC3)cccc2C(=O)N([C@H](C)CO)C[C@@H]1C
→ 1	-8
- Cc1noc(C)c1S(=O)(=O)N(C)C[C@H]1Oc2ccc(NC(=O)Cc3ccccc3)cc2CC(=O)N([C@@H](C)CO)C[C@H]1C
→ -1	-3
- C[C@@H]1CN([C@@H](C)CO)C(=O)c2cc(NC(=O)CCN3CCOCC3)ccc2O[C@H]1CN(C)Cc1ccccc1
→ 2	2
- C[C@@H]1CN([C@H](C)CO)C(=O)c2cc(NC(=O)C3CC3)ccc2O[C@@H]1CN(C)C(=O)Nc1ccc2c(c1)OCO2
→ -1	-9
- C[C@@H]1CN([C@@H](C)CO)C(=O)c2cccc(NC(=O)C3CC3)c2O[C@@H]1CN(C)S(=O)(=O)c1ccc(F)cc1
→ 4	-3
- C[C@H]1CN([C@@H](C)CO)C(=O)Cc2cc(NC(=O)NC3CCCCC3)ccc2O[C@@H]1CN(C)CC1CC1
→ -4	-4
- CC(C)NC(=O)N(C)C[C@@H]1Oc2c(NC(=O)C3CCCCC3)cccc2C(=O)N([C@H](C)CO)C[C@@H]1C
→ 12	-5
- COc1cccc(S(=O)(=O)N(C)C[C@H]2OCc3cn(nn3)CCCC(=O)N([C@H](C)CO)C[C@H]2C)c1
→ .	-1
- C[C@H](CO)N1C[C@H](C)[C@H](CN(C)S(C)(=O)=O)Oc2c(NS(=O)(=O)c3ccc(F)cc3)cccc2C1=O
→ 6	53
- C[C@H](CO)N1C[C@H](C)[C@H](CN(C)Cc2ccc(Cl)c(Cl)c2)Oc2ccc(NC(=O)Cc3ccccc3)cc2CC1=O
→ -12	25
